ALOX12 inh: Primary qHTS assay for inhibitors of human arachidonate 12S-lipoxygenase (ALOX12): Round 2; purified 12hLO, xylenol orange hydroperoxide absorbance; Potency, µM (doses to about 108 µM), for inactives: at the top dose activity change, negative = inhibition, usual class: inhibitors; hit rate 1.1% among 580,000; active means well fitted inhibition curve with a large enough effect; inconclusive means small, poorly fitted or top-dose-only effect, or another doubt; inactive means no such curve, though single readings can be large or run the other way; further: potency means the concentration at half of the fitted maximal effect
Target sequence (P18054 whole entry, looked up): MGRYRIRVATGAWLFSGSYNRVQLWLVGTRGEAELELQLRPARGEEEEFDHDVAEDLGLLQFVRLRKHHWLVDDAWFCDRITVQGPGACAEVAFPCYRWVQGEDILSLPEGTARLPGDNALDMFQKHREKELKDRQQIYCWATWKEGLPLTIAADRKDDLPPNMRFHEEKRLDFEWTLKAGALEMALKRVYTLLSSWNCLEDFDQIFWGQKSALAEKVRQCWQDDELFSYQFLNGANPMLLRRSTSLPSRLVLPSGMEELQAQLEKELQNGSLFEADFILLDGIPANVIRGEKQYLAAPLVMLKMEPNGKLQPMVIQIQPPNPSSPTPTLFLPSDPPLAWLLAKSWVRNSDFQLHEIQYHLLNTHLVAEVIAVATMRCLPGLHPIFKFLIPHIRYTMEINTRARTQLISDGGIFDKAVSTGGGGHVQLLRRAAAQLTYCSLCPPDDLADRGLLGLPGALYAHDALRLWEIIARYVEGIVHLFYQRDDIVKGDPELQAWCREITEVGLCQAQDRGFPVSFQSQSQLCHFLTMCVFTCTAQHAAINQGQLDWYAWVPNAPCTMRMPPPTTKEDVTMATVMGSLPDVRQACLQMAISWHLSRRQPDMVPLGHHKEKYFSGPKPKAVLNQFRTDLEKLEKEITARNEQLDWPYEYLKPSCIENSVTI
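Purified human 12hLO (150 nM final) in 25 mM Hepes, 0.01% Triton X-100, pH 7.0 was preincubated 15 min at room temperature with compound. Then 40 uM arachidonic acid was added, 30 min. Hydroperoxide was read by Fe-XO absorbance ratio 573/405 nm.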
LDHA block: qHTS assay for inhibitors of human lactate dehydrogenase. purified LDHA, NADH/diaphorase-resazurin fluorescence; hits give low values. L-lactate dehydrogenase A chain (Homo sapiens), P00338. AID 1347041, 2019. activity change, % (values are at about 110 or 230 µM). hit rate 0.15% among 480,000; in the data active means activity change below about -30%; inconclusive means mostly about -25% to -30%;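 further: plate controls were DMSO wells for no effect and wells without enzyme for full effect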
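Resorufin fluorescence (ex540/em590), read at 0 and 20 min after diaphorase/resazurin addition, reports the NADH left after a 5 min room-temperature reaction of 2 nM human LDH5 with 0.06 mM NADH and 0.2 mM pyruvate.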
The depositor's hits bear a star; ? = inconclusive; [ ] = dose if it differs, or a comment. Unless noted, on the % scale 0 is the no-effect control and ±100 the full control effect. A portion of the library; rates above refer to the full screens.

SMILES,ALOX12 inh,LDHA block
COc1cccc(C(=O)CC2(O)C(=O)N(CN3CCOCC3)c3ccccc32)c1 (configuration not stated),52.1%[activator],-21.9
CCOc1c(Cl)cc(/C=C/C(=O)O)cc1OC,1.2%,-3.9
COc1ccc(CN(C(=O)c2cccc(C#N)c2)C(C)C2CC2)cc1 (configuration not stated),8.9%,11.5
CCOC(=O)C(=O)Nc1c(C(=O)Nc2ccc(F)cc2)oc2ccccc12,?,-2.3
c1ccc(-c2cnc(CSc3nnnn3-c3ccccc3)o2)cc1,5.8%,1.4
CCC(CC)C(=O)Nc1ccc(S(=O)(=O)NC(C)(C)C)cc1,1.6%,5.3
CCOC(=O)C(=O)N(C)c1c(CC)nc2c(OCc3ccc(OC)cc3)cccn12,?,-1.6
CCn1ncc2c(C(=O)Nc3ccc(OC)c(OC(F)F)c3)cc(-c3cccs3)nc21,-21.1%,-4.7
Cc1cccnc1C(NC(=O)C1CCN(Cc2ccc3ccccc3n2)CC1)c1ccc(Cl)cc1 (configuration not stated),?,-5.0
COC(=O)c1ccoc1COC(=O)CCc1c(C)c2ccc(OC)cc2oc1=O,-58.4%,1.2
CCN(CC)CC(=O)Nc1sccc1C#N,13.4%,3.8
O=C(Nc1ccccc1)c1ccc(OCc2ccccc2)cc1,-21.2%,-0.2
COc1ccc(-c2nnc(SCc3nc4ccccc4o3)o2)cc1,10.6%,5.1
O=C(CSc1ncc(CO)n1Cc1ccc(F)cc1)NCc1ccc2c(c1)OCO2,?,4.9
CCNC(=O)C1(C)CCCN1C(=O)c1ccc(C#N)cc1 (configuration not stated),-4.6%,-2.0
Clc1ccc2oc(C3CCN(Cc4nc(C5CC5)no4)CC3)nc2c1,-10.7%,-7.3
COc1cccc(CNc2nc3ccc(C)cc3nc2-n2nc(C)cc2C)c1,-1.4%,-5.5
O=C(NC12CC3CC(CC(C3)C1)C2)C1(c2cccc(F)c2)CCC1,?,-7.8
CCOC(=O)C1CCN(Cc2cc(=O)oc3ccc(Cl)cc23)CC1,8.2%,11.4
COC(=O)c1cccc(CC2(C)C(=O)Nc3ccc(OC(F)(F)F)cc32)c1 (configuration not stated),-23.0%,1.8
CCNc1c(NS(=O)(=O)c2ccc(OC)c(OC)c2)c(=O)oc2ccccc12,?,-0.8
O=C(c1ccco1)N1CCN(C2CN(C3CCCC3)S(=O)(=O)C2)CC1 (configuration not stated),-1.7%,-7.3
CCCCCC1c2cc(c(O)cc2O)C(CCCCC)c2cc(c(O)cc2O)C(CCCCC)c2cc(c(O)cc2O)C(CCCCC)c2cc1c(O)cc2O (configuration not stated),-1.2%,8.0
CCn1cnc2c1c(=O)n(CC(=O)N1CCN(C)CC1)c(=O)n2Cc1ccccc1,4.2%,-11.7
CCOC(=O)c1cc2n(n1)CC(C)(C(=O)NC1CCCC1)N(CCc1cccs1)C2=O (configuration not stated),-11.2%,8.2
Cn1c(=O)c2c(ncn2CCC(=O)Nc2cccc(C(N)=O)c2)n(C)c1=O,-5.5%,-7.5
COC(=O)c1ccc(COC(=O)c2c3c(nc4ccccc24)CCC3)o1,2.9%,4.8
Cc1ccc(-n2nnc3c(N4CCN(C(=O)Cc5cccs5)CC4)ncnc32)cc1,?,-4.3
S=C(NCc1ccccc1)N/N=C/c1cccc(Cl)c1,51.7%,1.9
O=C(COc1ccc(Cl)cc1Br)Nc1ncn[nH]1,2.2%,1.9
COC(=O)c1ccc(Oc2ccc(C(=O)OC)cc2)cc1,-17.1%,-11.6
Cc1ccc(NC(NC(=O)c2ccc(C(C)(C)C)cc2)C(Cl)(Cl)Cl)cc1C (configuration not stated),8.9%,-4.4
CCCCn1c(=O)n(CC(=O)NCc2ccc(Cl)cc2)c(=O)c2c1ncn2CC(C)C,-13.8%,-8.7
COCCN1C(=O)C(=O)/C(=C(/O)c2ccc(OCC(C)C)c(C)c2)C1c1cccnc1 (configuration not stated),-22.5%,-5.5
Clc1ccc(-n2nnnc2C2(Nc3ccccc3)CCCCC2)cc1,-7.6%,-2.3
CCOc1ccc(N2C(=O)CS(=O)(=O)C23C(=O)N(Cc2cccc(C)c2)c2ccccc23)cc1 (configuration not stated),3.7%,3.1
O=C(Nc1cccc2cccnc12)c1cccc(S(=O)(=O)N2CCN(c3ccc(F)cc3)CC2)c1,-3.3%,-20.3
CCN(CC)CCNC(=O)Cn1nc(C)n2nc(-c3ccccc3)cc2c1=O,-17.4%,-1.9
Cc1c(Cl)c(C(F)(F)F)nn1CC(=O)Nc1ccc(F)cc1F,-1.7%,1.4
CN(C)c1ccc(NC(=O)CCC2CCCC2)cc1,?,18.1
CCCS(=O)(=O)NC(=O)C1(C)CCCN(C(=O)c2c(F)ccc(C)c2F)C1 (configuration not stated),-5.9%,-1.1
O=C(O)c1cc(Cl)n[nH]c1=O,-1.0%,2.5
CCC(CC)c1nnc(NC(=O)C(CC)c2ccccc2)s1 (configuration not stated),-5.6%,-5.8
Cc1oc(-c2ccccc2)nc1C(=O)Nc1ccc(C(C)C)cc1,-14.2%,11.1
Cc1cc(C)cc(C(=O)NC(C)C2CCCO2)c1 (configuration not stated),5.7%,1.1
COc1ccc(Cl)cc1C(=O)OCCOc1ccccc1F,26.4%,-3.1
COc1cccc(-c2cc(CNC(=O)[C@H]3O[C@@H](n4ccc(=O)[nH]c4=O)[C@H](O)[C@@H]3O)no2)c1,?,0.3
COc1cc(C(CC(=O)c2ccccc2)C(C#N)C#N)cc(OC)c1OC (configuration not stated),?,4.7
CCOC(=O)/C(C#N)=C/c1ccccc1OCc1ccc(Cl)cc1,24.3%,2.4
CC1=C(C(=O)N(C(C)C)C(C)C)CC(CC(=O)NCc2cccs2)C(=O)N1Cc1ccc(F)cc1 (configuration not stated),25.8%,1.9
COc1ccc(C(=O)Cn2cnc3c2c(=O)n(C)c(=O)n3C)cc1,19.3%,-0.5
CCc1nn(C(C)C(=O)NCc2ccccc2Cl)c(=O)c2cc3occc3n12 (configuration not stated),-25.8%,-4.6
CCc1c(C)nc(-n2nc(C)cc2NC(=O)COc2ccc(C(C)C)cc2)[nH]c1=O,-3.9%,6.5
CCc1c(C)sc(NC(=O)Cc2c(Cl)cccc2Cl)c1C#N,?,8.0
CC(C)(c1nnnn1-c1ccc(Cl)cc1)N1CCOCC1,-5.5%,13.7
CCn1nc(C(=O)Nc2ccccc2F)c2ccccc2c1=O,-26.8%,-4.9
CCC(C)(C)NCc1ccco1,21.0%,-3.0
O=C(N/N=C/c1ccccc1)C1CC1c1ccccc1 (configuration not stated),2.0%,8.2
COc1ccc(C(NC(=O)C2CCN(Cc3ccc(Oc4ccccc4)cc3)CC2)c2ccccn2)cc1 (configuration not stated),-15.5%,-0.1
COc1ccc(-c2cnc3c(NC(C)=O)cc(-c4ccc(C(=O)NC5CC5)cc4)cn23)cc1OC,1.1%,-0.4

Additional compounds follow:
SMILES,ALOX12 inh,LDHA block
O=c1ccn([C@@H]2O[C@H](CNCc3cccn3-c3nccs3)[C@@H](O)[C@H]2O)c(=O)[nH]1,0.0%,-7.6
CCC(CC)NC(=O)c1cccc(C)c1,24.8%,2.6
O=C(NC1CC1)c1cccc(NC(=O)c2nn(Cc3ccccc3)c(=O)c3ccccc23)c1,-22.3%,6.7
O=C(NCCc1ccccc1)C1Cc2c(-c3ccc(Cl)cc3)ccnc2O1 (configuration not stated),?,4.0
N#Cc1nc(-c2ccco2)oc1N1CCN(C(=O)c2ccccc2F)CC1,?,2.1
COc1ccccc1-c1cnc(C(O)c2ccc(C)c(F)c2)[nH]1 (configuration not stated),-5.3%,-1.9
Cc1cc2c(c(=O)n1Cc1ccc3c(c1)OCO3)C(c1ccccc1Cl)C(C#N)=C(N)O2 (configuration not stated),3.2%,1.5
Cc1ccc(C=Nc2ccc(Nc3ccccc3)cc2)s1,39.8µM*,-17.3
Cc1cc(C)c(NC(=O)C2CC=CCC2)c(C)c1 (configuration not stated),-5.9%,8.7
CC(Oc1ccc(F)cc1)C(=O)Nc1cccc2cccnc12 (configuration not stated),9.4%,-0.6
CCN(C(=O)CCNC(=O)c1ccccc1C)C12CC3CC(CC(C3)C1)C2,?,11.8
CCc1ccc(N2CCN(C(=O)c3cc4cc([N+](=O)[O-])ccc4oc3=O)CC2)cc1,7.0%,-6.0
Cc1ccc(C(=O)N2CCCC(c3nc4ccccc4[nH]3)C2)c(C)c1 (configuration not stated),-9.7%,-8.0
O=C(CCCc1nc2ccccc2o1)NCc1ccc(Cl)cc1,14.7%,2.7
Fc1ccc(/C=N/Nc2ccc(C(F)(F)F)cn2)cc1,31.1%[activator],7.3

Reprinted from the part before: 5 compounds, followed by the next part.
SMILES,ALOX12 inh,LDHA block
CCN(C(=O)CCNC(=O)c1ccccc1C)C12CC3CC(CC(C3)C1)C2,?,11.8
CCc1ccc(N2CCN(C(=O)c3cc4cc([N+](=O)[O-])ccc4oc3=O)CC2)cc1,7.0%,-6.0
Cc1ccc(C(=O)N2CCCC(c3nc4ccccc4[nH]3)C2)c(C)c1 (configuration not stated),-9.7%,-8.0
O=C(CCCc1nc2ccccc2o1)NCc1ccc(Cl)cc1,14.7%,2.7
Fc1ccc(/C=N/Nc2ccc(C(F)(F)F)cn2)cc1,31.1%[activator],7.3
CN(Cc1nc2ccccc2n1C(F)F)S(=O)(=O)c1ccccc1,31.0%,10.4
COCCNC(=O)C1C(=O)Nc2ccccc2C(=O)N1C1CCCC1 (configuration not stated),?,-6.8
CCCCNC(=O)c1ccc2nc(CC)c(N(CC)CCOC)n2c1,-11.6%,-3.5
CN(C)c1ccc(NC(=O)Cn2cnc3c2c(=O)n(C)c(=O)n3C)cc1,-22.3%,26.5
CN(C)c1oc(-c2ccccc2)nc1S(=O)(=O)c1ccc2c(c1)OCCO2,?,11.5
Cc1ccccc1CN1C(=O)CN(S(C)(=O)=O)CC1(C)C(=O)Nc1ccc2c(c1)OCCO2 (configuration not stated),0.0%,0.7
CC1(C(=O)NS(=O)(=O)c2ccccc2Cl)CCN1C(=O)CCC1CCCC1 (configuration not stated),-16.6%,1.4
CC(OC(=O)Cc1c[nH]c2ccccc12)C(=O)NC(N)=O (configuration not stated),9.4%,?
Cc1ccc(C(=O)/C=C/c2cc(C)c(O)c(C)c2)o1,32.8%,0.9
Cc1ccc(Cn2c(SCCC(=O)O)nc3c2c(=O)[nH]c(=O)n3C)cc1,?,4.9
COc1ccccc1N1CCN(CC(=O)Nc2ccnn2Cc2cccc(Cl)c2)CC1,31.7%[activator],-9.1
COC(C)(C)C#CC(=O)c1cccc2ccccc12,?,3.9
CCc1nc2ccc(C(=O)NCCCN3CCCC3=O)cn2c1N(CC)C(C)=O,-10.0%,1.5
Cc1cc(N2CCN(S(=O)(=O)c3ccc(Cl)c(Cl)c3)CC2)nc(C(C)C)n1,-53.8%,-2.6
CCN(CC)S(=O)(=O)c1ccc(N2CCCCC2)c(NC(=O)CC(C)C)c1,-3.0%,12.0
COc1ccc(-c2cc(C(=O)O)c3cc(C)cc(C)c3n2)c(OC)c1,-6.7%,5.3
N#Cc1ccc(NC(=O)CCSc2ccc(Cl)cc2)cc1,-58.5%,6.7
COc1nc2ccccc2nc1N1CCC(C(=O)Nc2ccc(Cl)cc2C)CC1,18.3%,1.0
CC(C)C[C@H]1COc2cc(N3CCSCC3)ccc2S(=O)(=O)N1,?,-3.6
Nc1ncc(-c2ccccc2)c(-c2ccc(OCc3ccc(F)cc3)cc2O)n1,?,1.6
COc1ccc([C@H]2CC(=O)C[C@@H](CCn3cc(-c4ccccc4)nn3)O2)cc1,10µM*,2.0
CCN(CC(=O)NCc1ccc(F)cc1)C(=O)c1ccc2[nH]c(C)c(C)c2c1,-7.2%,-0.8
COc1ccc(NC(=O)COc2nc(CC(C)C)c3c(c2C#N)CCC3)c(OC)c1,18.6%,1.6
O=[N+]([O-])c1ccc(N/N=C/c2c[nH]c3ccccc23)c(S(=O)(=O)Nc2ccccc2Cl)c1,?,2.3
Cc1cc2oc(=O)cc(CN3CCC4(CC3)OCCO4)c2cc1C,?,10.6
C#Cc1ccc(NC(=O)C2(C)CCN2C(=O)C2(c3ccccc3)CCCC2)cc1 (configuration not stated),-9.6%,1.5
CCOC(=O)C(NC(=O)/C=C/c1ccc(OCC)c(OC)c1)C(=O)OCC,4.2%,-4.3
CCCCCC1=CCC/C1=N/NC(=S)NCCOC,39.8µM*,-0.1
CC(C)(C)OC(=O)N1CCN(C(C(=O)O)c2c[nH]c3ccccc23)CC1 (configuration not stated),?,-1.9

Source: PubChem BioAssay (National Center for Advancing Translational Sciences (NCATS))
